Rac1 act GTP bind: alters GTP binding to activated mutant human Rac1. GST-Rac1 activated beads, fluorescent GTP binding, flow cytometry; actives lie on both sides; 100% means binding = to untreated wells. percent activity (GTP binding), % at 10 µM. 190,000 tested, 0.11% active. AID 764;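 active = GTP binding at least 20 percentage points away from the 100% baseline, in either direction, so actives lie on both sides; inconclusive = Compound likely fluorescent itself, or too few beads counted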
ABCB1 block: blocks JC-1 efflux by human ABCB1 transporter. inhibition, % at 6.6 µM. AID 1326. 190,000 tested, 0.067% active. CCRF-Adr cells, flow cytometry. P08183; in the data active = inhibition above about 40%;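 also: 0% = vehicle and 100% = reference inhibitor; higher value means more JC-1 retained so stronger ABCB1 efflux block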
Rac1 wt GTP bind: modulators of human Rac1 wildtype GTP binding. P63000. GST-Rac1 beads, fluorescent GTP binding, flow cytometry; actives lie on both sides; 0 = cold GTP competed, 100 = untreated. GTP binding activity (% of control), % at 10 µM. 190,000 tested, 0.27% active;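 active = GTP binding activity at least 20 points away from the 100% control level, either lower or higher; inconclusive = compound flagged as likely green fluorescent, judged across all proteins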
HRas wt GTP bind: human HRas wildtype GTP binding, change in either direction | P01112 | GST-Ras wt beads, Bodipy-FL-GTP binding, flow cytometry; actives lie on both sides | GTP binding activity, % at 10 µM | 190,000 tested, 0.14% active | AID 759;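 active = GTP binding activity at least 20% away from the 100% baseline, either lowered as inhibitor or raised as activator; inconclusive = flagged as likely green fluorescent, judged across all proteins in the well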;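 also: 0% = unlabeled GTP competition control and 100% = no-compound control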
Target sequence (P01112 whole entry, looked up): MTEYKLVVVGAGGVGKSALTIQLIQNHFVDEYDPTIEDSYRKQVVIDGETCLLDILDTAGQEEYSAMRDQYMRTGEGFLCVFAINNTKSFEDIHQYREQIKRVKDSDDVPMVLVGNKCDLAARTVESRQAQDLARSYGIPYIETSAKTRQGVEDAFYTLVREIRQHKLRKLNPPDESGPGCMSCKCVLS
ABCG2 inh: human ABCG2 inhibition, ABCB1 as counter-screen; Q9UNQ0; IgMXP3 cells, JC-1 efflux, flow cytometry; inhibition, % at 6.6 µM; 190,000 tested, 0.1% active; AID 1325;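 active = inhibition above 80%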;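 also: 0% = DMSO and 100% = nicardipine control wells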
Target sequence (Q9UNQ0 whole entry, looked up): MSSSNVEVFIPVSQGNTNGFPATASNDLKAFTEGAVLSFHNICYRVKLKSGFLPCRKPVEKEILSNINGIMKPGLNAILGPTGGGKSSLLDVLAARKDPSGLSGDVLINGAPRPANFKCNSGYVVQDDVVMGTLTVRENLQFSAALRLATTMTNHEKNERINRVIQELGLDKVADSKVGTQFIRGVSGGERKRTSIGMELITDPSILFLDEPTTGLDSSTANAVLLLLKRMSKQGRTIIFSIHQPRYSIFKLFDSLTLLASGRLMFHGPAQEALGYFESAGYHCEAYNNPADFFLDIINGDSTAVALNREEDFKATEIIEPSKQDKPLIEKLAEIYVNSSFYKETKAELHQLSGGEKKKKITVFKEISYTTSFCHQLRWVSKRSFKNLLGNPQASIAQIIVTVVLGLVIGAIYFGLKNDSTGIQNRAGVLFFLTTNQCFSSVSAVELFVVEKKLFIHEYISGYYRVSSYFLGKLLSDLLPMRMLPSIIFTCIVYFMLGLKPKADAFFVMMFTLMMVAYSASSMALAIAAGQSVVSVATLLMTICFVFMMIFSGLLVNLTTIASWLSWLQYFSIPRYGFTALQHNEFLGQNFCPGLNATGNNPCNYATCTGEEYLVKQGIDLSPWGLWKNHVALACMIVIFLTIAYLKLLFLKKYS
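System: two drug-resistant human cell lines, ABCG2 and ABCB1; controls: nicardipine high and DMSO low controls; times: 10 min exposure at 25 °C with rotation, no wash; detection: flow cytometry of retained JC-1 fluorescence; read-out basis: percent efflux inhibition, scaled nicardipine 100% to DMSO 0%; doses: one concentration, 6.6 µM final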
Cdc42 wt GTP: changes GTP binding to wildtype human Cdc42 | P60953 | GST-Cdc42 beads, Bodipy-GTP binding, flow cytometry; actives lie on both sides | percent activity (GTP binding), % at 10 µM | 190,000 tested, 0.2% active | AID 761;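 active = percent activity GTP binding at least 20 points away from the 100% baseline, either down as inhibitor or up as activator; inconclusive = compound flagged as likely green fluorescent from well-wide comparison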;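 also: median bead fluorescence of bound Bodipy-FL-GTP at 100 nM; 0% = excess unlabeled GTP control and 100% = no compound control; below 100% means less GTP binding so inhibitor and above means activator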
Target sequence (P60953 whole entry, looked up): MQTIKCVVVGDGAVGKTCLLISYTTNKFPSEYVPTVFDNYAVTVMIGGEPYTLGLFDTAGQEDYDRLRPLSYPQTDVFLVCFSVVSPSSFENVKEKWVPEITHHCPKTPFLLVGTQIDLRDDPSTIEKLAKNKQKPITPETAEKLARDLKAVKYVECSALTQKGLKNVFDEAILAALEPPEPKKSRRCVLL
Rab2A wt mod: changes GTP binding to wildtype dog Rab2A, up or down. P61105. AID 760. GTP binding activity, % at 10 µM. GST-Rab2 wt beads, Bodipy-GTP binding, flow cytometry. 190,000 tested, 0.19% active;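 active = GTP binding activity at least 20 points away from 100%, either lowered or raised; inconclusive = signal likely due to the compound's own green fluorescence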;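 also: 0% = beads with excess unlabeled GTP and 100% = no-compound control corrected for plate trend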
Avidin bead fluor: compound fluoresces at 488/530 nm on avidin beads | compound fluorescence 488/530 nm, flow cytometry; stronger effect = higher value | fluorescence (KMESF) at 10 µM | 220,000 tested, 0.38% active | AID 1775; in the data active = fluorescence above about 47; also: inactives centre near 10
Pf gametocyte: kills late stage P. falciparum gametocytes; P. falciparum stage V gametocytes, ATP luminescence, 24 h; inhibition, % at 10.9 µM; 150,000 tested, 0.065% active; AID 743093;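 active = inhibition above the mean plus 3 SD of compounds within the control limits, set per campaign, cut at about 38% in these data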;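 also: 0% = DMSO wells and 100% = medium only without gametocytes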
Rab7 wt GTP bind: alters GTP binding to wildtype dog Rab7; GST-Rab7 beads, fluorescent GTP binding, flow cytometry; actives lie on both sides; untreated = 100%, excess cold GTP = 0%; GTP binding activity (percent of control), % at 10 µM; AID 758; 190,000 tested, 0.055% active;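 active = fluorescent GTP binding to Rab7 beads changed by at least 20 points from the 100% baseline, either direction, mostly lower; inconclusive = compound itself probably fluorescent, or too few beads counted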;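 also: median green fluorescence of bound Bodipy-FL-GTP per Rab7 bead population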
GSH bead fluor: compound fluoresces at 488/530 nm on GSH beads; GSH beads flow cytometry, compound fluorescence 488/530 nm; stronger effect = higher value; fluorescence (KMESF) at 10 µM; AID 1776; 190,000 tested, 0.25% active; in the data active = fluorescence above about 89;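 also: glutathione beads carrying GST-tagged Bcl family fusion proteins plus one bare bead set; values are compound well signal with DMSO vehicle wells as background; inactives centre near 16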
* hit, by the source's call; ? = inconclusive; . = no result given. Compounds were not picked by outcome. Share with any hit: about 1.1%.

SMILES | Rac1 act GTP bind | ABCB1 block | Rac1 wt GTP bind | HRas wt GTP bind | ABCG2 inh | Cdc42 wt GTP | Rab2A wt mod | Avidin bead fluor | Pf gametocyte | Rab7 wt GTP bind | GSH bead fluor
Cc1sc2ncnc(NCCCN3CCCC3=O)c2c1C | 96 | 1.6 | 99 | 99 | 18 | 99 | 98 | 12 | -8 | 97 | 26
COc1ccc(N2C(C)=CS/C2=C(/C#N)c2nnc(N3CCOCC3)n2-c2ccccc2)cc1 | 102 | 0.5 | 104 | 109 | 1 | 108 | 108 | 9 | . | 104 | 21
CCOC(=O)C1C(=O)CC(O)(c2ccccc2)CC1c1ccccc1 (stereo not given) | 99 | 0.2 | 100 | 102 | 1 | 102 | 100 | 9 | 0 | 98 | 15
COc1ccc(C2=C(C=C(C#N)C#N)C(c3ccccc3C)c3ccccc3O2)cc1OC (stereo not given) | 104 | -0.9 | 104 | 105 | -6 | 102 | 104 | 3 | -6 | 105 | 6
CCC(C)C(NC(=O)OCc1ccccc1)C(=O)OCN1C(=O)c2ccccc2C1=O (stereo not given) | 96 | 1.0 | 97 | 96 | 3 | 99 | 98 | 11 | . | 95 | 15
CCC[C@@H](NS(=O)(=O)c1ccc(C)cc1)C(=O)Oc1ccc2c3c(c(=O)oc2c1)CCC3 | 97 | 1.4 | 99 | 96 | 6 | 95 | 96 | 11 | . | 94 | 10
COc1ccc(NS(=O)(=O)c2cccc(NC(=O)c3ccc(Cl)nc3)c2)cc1 | 96 | 0.0 | 99 | 99 | 7 | 97 | 102 | 9 | 4 | 111 | 14
O=C(c1ccc(S(=O)(=O)N2CCc3ccccc3C2)cc1)N1CCCCC1 | 99 | 0.5 | 100 | 100 | 0 | 100 | 99 | 12 | 3 | 96 | 74
COc1ccc(S(=O)(=O)N2CCOCC2)cc1NC(=O)[C@@H]1CCCN1C(=O)c1cccs1 | 95 | 0.1 | 100 | 99 | 0 | 98 | 100 | 10 | -2 | 104 | 15
CN(N=Nc1cccc([N+](=O)[O-])c1)c1cccc([N+](=O)[O-])c1 | 92 | 0.1 | 97 | 95 | 17 | 98 | 96 | 10 | . | 97 | 24
Cn1ncc(Cl)c1C(=O)Nc1nc2ccc(Cl)cc2s1 | ? | -0.6 | ? | ? | -2 | ? | ? | 3 | 3 | ? | 5
Cc1ccc(S(=O)(=O)N2CCCCC2)cc1NC(=O)C1CCCO1 (stereo not given) | 96 | -0.3 | 97 | 96 | -1 | 95 | 95 | 9 | -9 | 90 | 17
C/C(=N\NC(=O)C(=O)Nc1cc(Cl)ccc1Cl)c1ccncc1 | 100 | 0.6 | 106 | 99 | 14 | 102 | 95 | 13 | -36 | 99 | 3
Cc1c(C2=CCN(S(=O)(=O)c3ccc(Br)cc3)CC2)c2ccccc2n1C | 102 | 0.1 | 101 | 100 | -1 | 99 | 100 | 13 | 14 | 100 | 22
Cc1ccc(SC(C)C(=O)NCc2cccnc2)cc1 (stereo not given) | 98 | 0.0 | 100 | 100 | 0 | 99 | 98 | 23 | . | 95 | 14
Cc1nn(-c2ccccc2)c(C)c1/C=N/n1c(-c2ccc(C(C)(C)C)cc2)n[nH]c1=S | 98 | -0.2 | 100 | 98 | -1 | 98 | 97 | 8 | 7 | 99 | 14
Cc1cc(C)cc(N(CC(=O)NCc2ccc3c(c2)OCO3)C(=O)CCC(=O)Nc2ccccn2)c1 | 102 | 3.7 | 108 | 103 | 7 | 103 | 104 | 30 | 1 | 99 | 24
Cc1cc(C)c(S(=O)(=O)N2CCCOC2CNC(=O)C(=O)NCCCn2ccnc2)c(C)c1 (stereo not given) | 102 | 0.2 | 104 | 101 | -4 | 102 | 100 | 14 | -12 | 100 | 10
O=C(N/N=C/c1ccccc1OCc1ccccc1Cl)c1cccnc1 | 89 | 4.0 | 90 | 88 | 16 | 86 | 88 | 4 | -19 | 97 | 11
Cc1ccc(Nc2nc(Oc3ccc(=O)[nH]n3)nc(N(C)C)n2)cc1 | 93 | 0.4 | 93 | 94 | 3 | 98 | 96 | 13 | 8 | 95 | 31
Cc1cccc(NC(=O)NCc2ccccn2)c1 | 93 | 0.2 | 92 | 90 | 0 | 90 | 92 | 7 | . | 90 | 22
NC(=O)C1(N2CCCCC2)CCN(C(=S)Nc2cc(F)cc(F)c2)CC1 | 96 | 0.0 | 101 | 96 | 1 | 96 | 96 | 5 | . | 97 | 19
C/C(=N\Nc1nc2ccccc2[nH]1)c1ccc(Cl)s1 | 104 | -0.3 | 104 | 104 | -5 | 105 | 103 | 5 | 15 | 103 | 15
CCCCN=C(C)C1=C(O)CSC1=O | 100 | 1.0 | 106 | 101 | 3 | 108 | 101 | 9 | -30 | 103 | 32
Nc1nc(SCC(=O)Nc2cccc(Oc3ccccc3)c2)n[nH]1 | 97 | -0.3 | 100 | 100 | -8 | 90 | 99 | 10 | 13 | 98 | 9

3 structures from above, arranged by count of non-hydrogen atoms, ascending.
SMILES | Rac1 act GTP bind | ABCB1 block | Rac1 wt GTP bind | HRas wt GTP bind | ABCG2 inh | Cdc42 wt GTP | Rab2A wt mod | Avidin bead fluor | Pf gametocyte | Rab7 wt GTP bind | GSH bead fluor
Cn1ncc(Cl)c1C(=O)Nc1nc2ccc(Cl)cc2s1 | ? | -0.6 | ? | ? | -2 | ? | ? | 3 | 3 | ? | 5
CCC(C)C(NC(=O)OCc1ccccc1)C(=O)OCN1C(=O)c2ccccc2C1=O (stereo not given) | 96 | 1.0 | 97 | 96 | 3 | 99 | 98 | 11 | . | 95 | 15
Cc1cc(C)c(S(=O)(=O)N2CCCOC2CNC(=O)C(=O)NCCCn2ccnc2)c(C)c1 (stereo not given) | 102 | 0.2 | 104 | 101 | -4 | 102 | 100 | 14 | -12 | 100 | 10

Continuation.
SMILES | Rac1 act GTP bind | ABCB1 block | Rac1 wt GTP bind | HRas wt GTP bind | ABCG2 inh | Cdc42 wt GTP | Rab2A wt mod | Avidin bead fluor | Pf gametocyte | Rab7 wt GTP bind | GSH bead fluor
O=C(O)C1C2CCCCC2=C2CCCCC2C1C(=O)O (stereo not given) | 98 | 0.5 | 104 | 99 | 5 | 100 | 102 | 6 | 0 | 103 | 12
O=C(NCc1cccc(Cl)c1)c1cnn2c1NC(c1ccco1)CC2C(F)(F)F (stereo not given) | 98 | 0.8 | 101 | 101 | 19 | 102 | 100 | 11 | -9 | 96 | 43
O=C(CSCCc1ccccn1)Nc1ccccn1 | 98 | -0.6 | 102 | 100 | -7 | 99 | 98 | 12 | . | 98 | 21
O=C(Nc1ccc(S(=O)(=O)N2CCCCC2)cc1)c1ccc(CN2CCOCC2)cc1 | 100 | 3.1 | 103 | 102 | 50 | 103 | 103 | 5 | . | 100 | 14
Cc1cc(C)c2c(C)nn(C3CCCCC3)c2n1 | 93 | 0.4 | 93 | 95 | 5 | 95 | 91 | 8 | . | 97 | 53
CC1=C(C)CC2C(=O)N(c3cccc4ccccc34)C(=O)C2C1 (stereo not given) | 95 | 0.4 | 98 | 99 | 5 | 100 | 101 | 6 | . | 99 | 18
COCCN(Cc1ccccc1)C(=S)Nc1ccc(Cl)cc1 | 99 | 1.5 | 96 | 96 | 38 | 100 | 100 | 9 | -37 | 96 | 13
Cc1cccc(NCC(=O)N/N=C\c2cccc(Oc3ccccc3)c2)c1 | 99 | -0.2 | 100 | 99 | -2 | 94 | 98 | 8 | -3 | 96 | 13
N=C(N)c1ccc(O)cc1 | 97 | 0.2 | 101 | 100 | 0 | 100 | 100 | 12 | -15 | 102 | 16
CC(Oc1ccc(Cl)cc1Cl)c1ccnc(N)n1 (stereo not given) | 92 | 1.0 | 96 | 91 | 5 | 97 | 94 | 8 | 9 | 94 | 20
Cc1ccc(CN2CCNC(=O)C2CC(=O)O)o1 (stereo not given) | 98 | -0.2 | 108 | 103 | -1 | 101 | 103 | 7 | . | 103 | 20
O=C(O)Cc1ccc(NCc2ccccc2Cl)cc1 | 87 | 1.5 | 91 | 90 | 6 | 95 | 91 | 10 | . | 92 | 12
COc1ccc(CCn2c(=O)[nH]c3cc(C(=O)N4CCN(c5ccccn5)CC4)ccc3c2=O)cc1OC | 95 | 0.2 | 105 | 99 | -2 | 98 | 100 | 9 | 16 | 100 | 23
Cc1ccccc1NC(=S)NNC(=O)c1csc2c1CCC(C)C2 (stereo not given) | 94 | 0.4 | 99 | 98 | 6 | 98 | 98 | 8 | . | 100 | 11
COCC1CCN(Cc2nc(-c3cccs3)no2)C1 (stereo not given) | 97 | 0.6 | 101 | 98 | 6 | 97 | 95 | 11 | -2 | 100 | 10
CCc1ccc(N2C(=O)C3NN=C(C(=O)OCc4ccccc4)C3C2=O)cc1 (stereo not given) | 100 | 0.8 | 101 | 100 | 3 | 99 | 98 | 3 | -6 | 99 | 6
Fc1ccc(/C=N/c2c(-c3ccc(F)cc3)nc3n2CCS3)cc1 | 100 | 0.0 | 101 | 104 | 0 | 106 | 106 | 11 | 4 | 98 | 22
COc1cc(Cl)c(C)cc1NC(=O)COc1ccccc1[N+](=O)[O-] | 100 | 1.1 | 103 | 99 | 17 | 100 | 100 | 11 | 4 | 97 | 15
CCOC(=O)CSc1nnc(NC(=O)NC(C)C)s1 | 93 | 0.2 | 95 | 93 | 1 | 88 | 94 | 8 | . | 103 | 17
Cc1ccc(C)c(NS(=O)(=O)c2cc(C(=O)NCc3ccco3)ccc2C)c1 | 99 | 2.9 | 107 | 98 | 16 | 98 | 101 | 5 | . | 99 | 14
C/C(=N\NC(=O)CC#N)C1COc2ccccc2O1 (stereo not given) | 95 | -0.1 | 94 | 97 | 0 | 98 | 97 | 12 | -14 | 103 | 10
Cc1cccc(OCc2nnc(SCC(=O)O)n2Cc2ccccc2)c1 | 91 | 0.0 | 94 | 95 | 0 | 92 | 94 | 9 | 7 | 98 | 17
